From PubChem
GRIN3A LBD mod: NR3A (human) ligand-binding domain modulation; Tm shift relative to glycine control, % at 25 µM; 340,000 compounds, 2.5% hits; AID 1259313; NR3A LBD differential scanning fluorimetry, Tm shift; 0% = protein alone, 100% = glycine-bound protein;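 active = melting temperature shift of at least 10% of the positive control shift, at one fixed dose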
ATG4B inh: blocks human ATG4B protease cleavage of LC3 substrate; Q9Y4P1; inhibition, % at 8.33 µM; 340,000 compounds, 0.51% hits; ATG4B cleavage of LC3-PLA2, NBD-HPC fluorescence, 1 h; in the data active = inhibition above about 40%
MPTP block: inhibitors of mitochondrial permeability transition pore | 360,000 compounds, 1.4% hits | inhibition, % at 10 µM | isolated mouse mitochondria, Ca2+ swelling absorbance, 30 min | AID 602449;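 active = inhibition of 50% or more, scaled per plate between neutral and stimulator controls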;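 also: 0% = DMSO wells given calcium and 100% = 1 mM EGTA wells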
SENP8 block: SENP8 (human) protease inhibition. Q96LD8. recombinant SENP8, Nedd8 substrate fluorescence. inhibition, % at 20 µM. 360,000 compounds, 0.64% hits; in the data active = inhibition mostly above about 40%, no sharp cut-off; inactive = mostly below about 27%
Target sequence (Q96LD8 whole entry, looked up): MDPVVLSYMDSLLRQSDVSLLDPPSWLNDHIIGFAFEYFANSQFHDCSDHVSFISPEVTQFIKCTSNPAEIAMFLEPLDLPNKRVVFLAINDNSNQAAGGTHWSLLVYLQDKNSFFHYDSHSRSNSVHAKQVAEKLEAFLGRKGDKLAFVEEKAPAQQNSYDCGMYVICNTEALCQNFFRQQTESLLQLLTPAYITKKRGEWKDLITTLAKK
hIAP activ: human IAP activation. AID 2524. activation factor at 10 µM. P09923. purified human IAP, CDP-Star luminescence, 30 min; stronger effect = higher value; 1 = vehicle-only enzyme, 0 = enzyme-free background. 330,000 compounds, 0.16% hits;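 active = activation factor of the enzyme at least 2-fold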; also: the source names both 10 and 20 µM as test concentration; values of inactives mirror those of a sister screen read the other way
Target sequence (P09923 whole entry, looked up): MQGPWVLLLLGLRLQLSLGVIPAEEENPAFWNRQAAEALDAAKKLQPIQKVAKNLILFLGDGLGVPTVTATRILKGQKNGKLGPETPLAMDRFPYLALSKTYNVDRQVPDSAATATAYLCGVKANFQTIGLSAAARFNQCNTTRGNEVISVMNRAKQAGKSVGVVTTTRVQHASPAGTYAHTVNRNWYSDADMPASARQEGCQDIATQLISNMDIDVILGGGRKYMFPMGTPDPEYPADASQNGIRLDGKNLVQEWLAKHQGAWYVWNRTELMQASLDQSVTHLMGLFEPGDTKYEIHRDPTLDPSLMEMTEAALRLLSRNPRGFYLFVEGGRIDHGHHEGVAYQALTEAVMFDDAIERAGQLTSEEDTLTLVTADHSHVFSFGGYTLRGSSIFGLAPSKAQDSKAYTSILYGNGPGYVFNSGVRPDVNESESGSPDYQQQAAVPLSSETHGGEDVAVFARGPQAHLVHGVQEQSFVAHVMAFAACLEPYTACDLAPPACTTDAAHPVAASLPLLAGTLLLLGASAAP
PfG6PD inh: PfG6PD (Plasmodium falciparum) enzyme inhibition; PfGluPho enzyme, NADPH resazurin-diaphorase fluorescence; inhibition, % at 20 µM; 350,000 compounds, 0.78% hits;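 active = inhibition reaching at least a set limit at 20 µM in the primary screen, cut at about 59% in these data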;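 also: 0% = DMSO wells with substrate and 100% = DMSO wells lacking glucose-6-phosphate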
SENP6 inh: SENP6 protease inhibition | Q9GZR1 | Recombinant SENP6 catalytic domain, aminoluciferin luminescence | inhibition, % at 10 µM | 330,000 compounds, 1.8% hits;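 active = inhibition above about 50% at the single tested dose, limit read from the data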;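 also: plate controls were DMSO wells with enzyme for no effect and DMSO wells lacking enzyme for full effect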
SENP1 FRET inh: blocks the human SENP1 SUMO protease catalytic domain. 360,000 compounds, 0.21% hits. AID 624204. Q9P0U3. inhibition, % at 10 µM. recombinant SENP1 catalytic domain, CyPet-SUMO1-YPet FRET cleavage;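 active = inhibition at least 30% at 10 µM, raw YFP signal under a set limit, fluorescence ratio 0.5 to 1.5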;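 also: 0% = enzyme with DMSO and 100% = no enzyme wells; some results filed as inactive read as strong as hits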
Target sequence (Q9P0U3 419-644 limits assumed): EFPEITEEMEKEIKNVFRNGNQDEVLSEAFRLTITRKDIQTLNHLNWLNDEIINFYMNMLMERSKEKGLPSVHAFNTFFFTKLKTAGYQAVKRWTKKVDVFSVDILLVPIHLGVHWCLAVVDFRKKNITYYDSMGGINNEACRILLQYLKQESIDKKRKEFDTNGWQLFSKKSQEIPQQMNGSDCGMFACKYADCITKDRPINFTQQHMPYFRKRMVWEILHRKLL
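Controls: no-enzyme wells low, DMSO-plus-enzyme wells high control. Test system: human recombinant His6-tagged SENP1 catalytic domain enzyme. Reagent: SFCypet-SUMO1-SFYpet FRET protein substrate, 25 nM final. Doses: one dose per compound, 10 µM, 0.5% DMSO. Detection: FRET, CFP and YFP emission. Timing: 50 min reaction at room temperature.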
* marks the source's active call; other numbers are inactive results; . = no result given. Compounds were not picked by outcome; about 6.7% have a hit in one of these screens.

Screens in order: ATG4B inh	SENP6 inh	SENP1 FRET inh	GRIN3A LBD mod	SENP8 block	PfG6PD inh	MPTP block	hIAP activ
> O=C(Nc1ccc(N2CCN(Cc3ccccc3)CC2)cc1)c1cccnc1
    5	-30	0	0	45*	-2	-2.0	1.2
> COc1ccccc1C(=O)N/N=C1/NC(=O)CC(C(=O)Nc2ccccc2)S1 (configuration not stated)
    6	12	1	1	4	-15	0.7	1.1
> Cn1ccc(C(=O)N/N=C/c2cccnc2)n1
    4	-20	1	3	-10	0	-0.1	0.97
> S=C(NCC1CCCO1)Nc1ccc(Cl)c(Cl)c1 (configuration not stated)
    -3	-13	1	-5	18	-19	60*	0.98
> CCOc1ccccc1NC(=O)COC(=O)/C=C/c1ccc(OC)c(OC)c1
    -20	11	3	2	-275	0	-0.9	0.94
> O=C(NCC1CCCN1S(=O)(=O)c1cccs1)c1cccc(Cl)c1 (configuration not stated)
    -2	-10	-14	-2	-2	15	-2.4	1
> O=C(CCS(=O)(=O)c1cccs1)Nc1ccc(C(=O)NCc2ccc(F)cc2)cc1
    3	-5	0	-3	2	-1	0.8	0.85
> CCO[C@H]1OC(C(=O)O)=C[C@@H](c2csc3ccccc23)[C@@H]1CCCO
    -2	-11	2	-3	18	-4	-3.1	1.1
> O=[N+]([O-])c1cc(-c2csc(NCCc3nc4cc(Cl)c(N5CCCCC5)cc4n3CCCO)n2)ccc1Cl
    -20	-4	2	10	12	23	1.1	0.86
> CCc1cccc(CC)c1NC(=O)COC(=O)c1ccc(F)c(S(=O)(=O)N(CC)CC)c1
    2	-17	1	0	17	-11	0.1	0.88
> O=C(N/N=C/c1ccc2ccccc2c1)c1ccc(COc2ccc3c(c2)CCC3)o1
    -3	6	-7	4	-2	-10	-1.1	1
> COc1ccc(C(=O)c2coc3ccc(O)c(CN(C)C)c23)cc1
    -1	-2	3	-3	13	-17	-1.0	0.86
> Cn1c(CNC2CCCCC2)c(C#N)c2ccccc21
    -16	-8	0	-1	0	-4	0.4	0.88
> Cn1c(SCC(=O)NCCc2ccc(S(N)(=O)=O)cc2)nc2ccccc2c1=O
    -1	2	1	0	10	-2	0.0	1.1
> COc1ccc(C(C(=O)NC2CCCC2)N(C(=O)c2snc(C(N)=O)c2N)c2cccc(O)c2)cc1 (configuration not stated)
    14	-26	-9	-2	-331	2	0.2	0.88
> Cc1ccc(C(=O)NCC(=O)OCc2nnc(-c3ccc([N+](=O)[O-])cc3)o2)cc1
    .	.	1	.	14	-1	0.5	.
> COc1ccc(C(=O)NCC(=O)OCC(=O)N(C)c2ccccc2)cc1
    0	-5	-2	0	24	-20	-0.3	1
> O=C(CCNC(=O)c1ccc(Br)cc1)NCc1cccnc1
    6	-7	0	0	28	-9	-1.0	1.1
> COc1ccc(N2CCN(C(=O)C3CCCN3S(=O)(=O)c3cccc4nsnc34)CC2)cc1 (configuration not stated)
    2	-6	2	2	10	-1	-0.1	0.92
> COc1cc(S(=O)(=O)N(CCc2ccccc2)Cc2cccs2)ccc1-n1cnnn1
    -10	-6	0	1	10	2	0.1	1.5
> CC(=O)OC1CC(C)(C)N(OC(=O)c2ccc(N)cc2)C(C)(C)C1
    -4	2	3	-2	20	2	0.7	0.99
> Cc1c(C=O)c2ccccn2c1C(=O)c1ccccc1
    1	5	3	-1	28	2	-3.1	1
> O=C(/C=C/c1ccco1)Oc1cccc2cccnc12
    -6	-27	0	8	19	4	-1.3	1.1
> Cc1cc(C(=O)COC(=O)/C=C/c2ccc(F)cc2)c(C)n1C
    8	-3	2	-1	9	-17	-1.8	0.99
> O=C(NCCCN1CCCC1)[C@H](CSCc1ccccc1)N1Cc2ccccc2C1=O
    30	1	-6	-1	22	9	2.3	0.96
> CCN(c1ccccc1)c1nc(=O)c2cccnc2s1
    -2	9	0	1	-11	23	-2.5	0.88
> O=S1(=O)CCC(N=Cc2cc(Br)ccc2O)C1 (configuration not stated)
    14	-19	-19	-5	-1	0	2.5	1.1
> Cc1ccc(CN2CC(C(=O)NCCCn3nc(C)cc3C)CC2=O)cc1 (configuration not stated)
    -7	.	2	0	-4	-22	0.7	.
> Cc1onc(-c2ccccc2Cl)c1C(=O)Nc1ccc(Cl)cn1
    -4	-7	2	-1	12	5	1.8	0.86
> CN(C)c1ccc(N2C(=NC(=O)CCC3CCCC3)SC3CS(=O)(=O)CC32)cc1 (configuration not stated)
    -1	-18	4	-3	9	-2	1.9	0.9

Reformatted as labelled records: three of the compounds above
O=C(NCCCN1CCCC1)[C@H](CSCc1ccccc1)N1Cc2ccccc2C1=O
  ATG4B inh = 30	SENP6 inh = 1	SENP1 FRET inh = -6	GRIN3A LBD mod = -1	SENP8 block = 22	PfG6PD inh = 9	MPTP block = 2.3	hIAP activ = 0.96
CCN(c1ccccc1)c1nc(=O)c2cccnc2s1
  ATG4B inh = -2	SENP6 inh = 9	SENP1 FRET inh = 0	GRIN3A LBD mod = 1	SENP8 block = -11	PfG6PD inh = 23	MPTP block = -2.5	hIAP activ = 0.88
O=S1(=O)CCC(N=Cc2cc(Br)ccc2O)C1 (configuration not stated)
  ATG4B inh = 14	SENP6 inh = -19	SENP1 FRET inh = -19	GRIN3A LBD mod = -5	SENP8 block = -1	PfG6PD inh = 0	MPTP block = 2.5	hIAP activ = 1.1

Remaining list, next part.
Screens in order: ATG4B inh	SENP6 inh	SENP1 FRET inh	GRIN3A LBD mod	SENP8 block	PfG6PD inh	MPTP block	hIAP activ
> COc1ccc2ccccc2c1CN1CCSCC1
    -3	-14	0	0	10	11	2.4	1.2
> O=C(NCc1cccnc1)c1cnn2ccccc12
    0	4	0	0	-59	-4	-0.4	0.86
> COc1ccc(C(C)NC(=O)Cc2cccs2)cc1OC (configuration not stated)
    -1	1	-1	2	14	19	0.0	1.1
> COc1ccc(-c2nc(CN3CCCCC3c3nccn3C)c(C)o2)c(C)c1C (configuration not stated)
    16	-10	-3	-1	-23	11	-4.1	1.4
> Cn1c(=NC(=O)CSCC(=O)N2CCCC2)sc2ccccc21
    -9	-4	3	1	16	5	-1.7	0.99
> Cc1nc(SCC(=O)N2CCN(C(=O)c3ccco3)CC2)c2c(C)c(C)sc2n1
    -8	-16	-1	-1	6	7	0.2	1.2
> COc1cc(C(=O)Nc2cccc(NC(=O)c3cccs3)c2)cc(OC)c1OC
    -5	6	0	-6	8	18	0.3	1.1
> COc1ccc(OC)c(S(=O)(=O)N2CCCC(C(=O)N3CCOCC3)C2)c1 (configuration not stated)
    -4	5	3	0	12	0	-2.0	1.1
> O=C(COc1c(F)c(F)c(C(F)(F)F)c(F)c1F)Nc1ccc(N2CCOCC2)c(Cl)c1
    16	-2	0	11*	17	17	90*	0.94
> O=c1[nH]c(CSc2nc3ccccc3s2)nc2ccccc12
    -4	11	-17	1	-18	21	0.8	0.95
> CC1(C)CC(=O)CC(C)(C)N1OC(=O)c1ccccn1
    -2	12	2	-1	15	-4	0.7	1
> O=C(Cn1cnc2ccccc2c1=O)c1cccs1
    -10	-3	0	1	8	-4	1.2	0.91
> COc1cccc(S(=O)(=O)Nc2ccc3c(c2)[C@@H]2C[C@H](CC(=O)NCCc4ccccc4)O[C@H](CO)[C@@H]2O3)c1
    .	.	-2	.	-4	3	0.8	.
> Cc1ccnc(NC(=O)COc2c(C)cc(C)cc2[N+](=O)[O-])c1
    3	-8	3	0	15	5	1.0	0.91
> COC(=O)CCC(=O)NNC(=O)c1ccc(Br)cc1
    -9	-4	-1	1	9	8	-3.0	1.2
> O=C(c1ccc(N2C(=O)CCC2=O)cc1)N1CCCSC1=Nc1ccccc1
    .	.	0	.	18	-14	0.0	.
> O=C(NCc1ccccc1)/C(=C/c1cccc([N+](=O)[O-])c1)NC(=O)c1ccco1
    0	-10	-2	1	10	-2	0.7	1.1
> COc1ccccc1C1CCN(Cc2c(C)[nH]c3ccccc23)CC1
    -7	-3	0	1	10	2	2.7	0.93
> Cn1cc(CN2CCCC(CNS(=O)(=O)c3cccc4cccnc34)C2)cn1 (configuration not stated)
    3	-15	4	2	1	-6	-0.1	1.5
> O=c1[nH]cc(O)c(=O)[nH]1
    -18	1	-24	0	23	3	-1.1	1
> COc1cc(NC(=O)NCC2CCN(Cc3ccccc3C)CC2)cc(OC)c1OC
    0	-3	0	-1	23	-6	-0.8	2.4*
> O=C(c1cccc([N+](=O)[O-])c1)c1ccccn1
    -9	-2	2	0	9	-4	0.4	1
> CCc1nnc(N/N=C/c2cccs2)n1N
    0	-7	1	-2	30	45	-0.6	1
> CC(=O)c1cccc(NC(=S)NC(=O)Cc2ccc(Cl)cc2)c1
    -9	-1	-7	-8	30	1	0.5	1.2
> COc1ccccc1NC(=O)C/C(N)=N/OCC(=O)Nc1cccc(Cl)c1
    -11	-2	0	0	-5	10	0.8	1.1
> CCOc1cc(C2C(C(=O)N3CCOCC3)=C(C)NC3=C2C(=O)CCC3)ccc1O (configuration not stated)
    1	-5	-1	1	-4	5	0.5	0.86
> CCn1c2ccccc2c2cc(NC(=O)C(=O)N3CCOCC3)ccc21
    -6	-17	2	1	-279	9	-1.3	1.1
> CCn1cc(C(=O)NCC(C)C)c(=O)c2cc(F)c(N3CCN(C(=O)c4ccco4)CC3)cc21
    -6	-12	-2	-1	-306	14	0.7	0.97
> COc1ccc(CC(=O)NNC(=O)c2cc(C)oc2C)cc1OC
    3	-21	1	-3	9	-1	0.7	1.1
> Cc1c(CCC(=O)O)c(=O)oc2cc(OCc3cccc(Cl)c3)ccc12
    9	-20	1	1	-311	-24	1.6	0.74
> CCOc1ccc(NC(=O)c2ccc(NC(=S)NC3CCCCC3)cc2)cc1
    -5	-1	2	28*	9	11	2.7	1
> CCc1nnc(NC(=O)C2Cc3ccccc3CN2S(=O)(=O)c2cccs2)s1 (configuration not stated)
    0	-10	-1	4	0	6	1.2	1.3
> O=C(/C=C/c1ccc([N+](=O)[O-])cc1)N1CCN(S(=O)(=O)c2ccccc2)CC1
    -14	2	0	0	13	6	-0.4	1
> CCOc1ccc(CCNC(=O)C2CCN(c3nn4c(=O)cc(C)nc4s3)CC2)cc1
    -3	11	-2	2	14	1	-2.9	1.1
> O=C(Cn1cccc1C(=O)c1ccccc1)NCc1ccccc1Cl
    19	13	1	-1	8	6	-1.7	0.87
> C[C@]12c3[nH]c4ccc(Cl)cc4c3CCN1C(=O)[C@@H](CC(=O)NCCN1CCOCC1)C[C@@H]2C(=O)N1CCCCC1
    -1	.	0	0	0	-3	0.6	.
